# Source: PubChem BioAssay (Broad Institute)
# ARNT TACC3 PPI: ARNT/TACC3 interaction disruption | AlphaScreen His-ARNT PAS-B/GST-TACC3 binding, luminescence; TACC3 fragment carries E629A point mutation | inhibition, % at 9.99 µM | actives 0.66% (n = 390,000);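 active = mean inhibition of replicates at least 50% and at least half of replicates each reaching 50%; inconclusive = half or more replicates reach 50% but mean below 50%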;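 note: 0% = complete ARNT plus TACC3 wells and 100% = ARNT alone without TACC3; many hits fall short of the cut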
# DENV2 CPE rescue: protects cells from dengue virus 2 cytopathic effect; CPE inhibition, % at 9.99 µM; actives 1.7% (n = 350,000); DENV2-infected cells, cytopathic effect rescue, plate reader; in the data active = CPE inhibition above about 20%, passing the limit was not always enough; inconclusive = no clear call, values can overlap the other calls; tested in BHK-21 cells;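 note: 0% = median of neutral control wells and 100% = median of positive control wells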
# LGR2 antag: Drosophila LGR2 receptor signaling inhibition | inhibition, % at 9.99 µM | HEK293 LGR2, CRE-luciferase, bursicon-stimulated, 4 h | AID 720647 | actives 0.35% (n = 380,000);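 active = drop in luminescence signal, shown as inhibition above about 50% in the replicate tests, limit read from the data, passing the limit was not always enough; inconclusive = probably only some replicates passing the limit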;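 note: agonist challenge used bursicon conditioned medium at about half maximal strength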
# PAX8 inh HTS: PAX8 transcriptional activity inhibition; RMG-I TPO-luciferase reporter, SteadyGlo, 24 h; inhibition, % at 12.6 µM; actives 1.2% (n = 360,000); AID 652154;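 active = mean replicate inhibition at least 60% with every replicate also reaching 60%; inconclusive = only one of the two criteria is met; inactive = mean below 60% and not all replicates reaching 60%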;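 note: luciferase light reporting Pax8 driven TPO promoter activity; plate controls were median of neutral control wells for no effect and mitoxantrone controls for full effect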
# CASP6 VEID inh: inhibitors of human caspase-6. actives 0.53% (n = 350,000). inhibition, % at 12.5 µM. P55212. purified caspase-6, Z-VEID-R110 cleavage fluorescence;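 active = mean inhibition across replicates at least about 35%, with every replicate also reaching that limit, limit read from the data; inconclusive = only one of the two criteria met; inactive = neither criterion met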;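 note: 0% = median of neutral control wells and 100% = no fluorescence left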
# Target sequence (P55212 24-179 limits assumed): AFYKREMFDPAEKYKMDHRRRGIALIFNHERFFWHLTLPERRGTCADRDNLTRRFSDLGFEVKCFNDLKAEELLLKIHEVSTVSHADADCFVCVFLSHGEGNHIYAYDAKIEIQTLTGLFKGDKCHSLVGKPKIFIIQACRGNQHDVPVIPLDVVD
# Target sequence (P55212 194-293 limits assumed): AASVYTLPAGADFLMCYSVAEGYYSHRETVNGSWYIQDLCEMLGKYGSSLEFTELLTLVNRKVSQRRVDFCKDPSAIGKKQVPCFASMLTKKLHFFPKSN
# SIRT5 inh: blocks human SIRT5 desuccinylation of peptide. Q9NXA8. Purified SirT5, succinyl-peptide AMC, trypsin-coupled fluorescence. inhibition, % at 15 µM. actives 1.1% (n = 330,000); in the data active = inhibition above about 15%; inconclusive = no clear call, values can overlap the other calls
# Target sequence (Q9NXA8 whole entry, looked up): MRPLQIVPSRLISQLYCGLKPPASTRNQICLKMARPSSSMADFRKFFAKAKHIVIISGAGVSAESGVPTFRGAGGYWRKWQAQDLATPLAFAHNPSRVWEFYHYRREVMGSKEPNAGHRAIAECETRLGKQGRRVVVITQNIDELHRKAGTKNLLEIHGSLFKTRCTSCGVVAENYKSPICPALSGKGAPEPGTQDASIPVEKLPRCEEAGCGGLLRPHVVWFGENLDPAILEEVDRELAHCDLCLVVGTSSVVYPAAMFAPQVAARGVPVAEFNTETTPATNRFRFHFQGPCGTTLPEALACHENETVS
# EWS-Fli inh: EWS/Fli transcriptional activity inhibition; A673 NR0B1-luciferase reporter, viability-normalised; inhibition, % at 12.6 µM; actives 0.67% (n = 350,000); AID 651661;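 active = mean inhibition of at least 50% after viability correction, with every replicate also passing that limit; inconclusive = mean reaches 50% but only one of two replicates passes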;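 note: firefly luciferase signal divided by Alamar Blue viability fluorescence both relative to DMSO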
# An asterisk follows results filed as active; ? = inconclusive; . = no result given.
nr	smiles	ARNT TACC3 PPI	DENV2 CPE rescue	LGR2 antag	PAX8 inh HTS	CASP6 VEID inh	SIRT5 inh	EWS-Fli inh
1	COc1ccc2c3c(n(C)c2c1)[C@@H](CO)NCC31CN(CC2CC2)C1	.	?	11	.	5	-1	-9
2	COc1ccc(N2C(=O)N[C@@H](Cc3ccccc3)C2=O)cc1OC	-4	-6	-2	17	2	-4	-2
3	COc1ccc(S(=O)(=O)N(C)C[C@H]2Oc3ccc(NC(=O)Nc4c(C)noc4C)cc3CC(=O)N([C@@H](C)CO)C[C@@H]2C)cc1	0	-2	13	.	-1	-2	4
4	O=C(NC1CCCC1)N1CCCCN2[C@H](C1)[C@@H](c1ccc(/C=C/c3ccccc3)cc1)[C@@H]2CO	16	-24	18	31	3	16*	15
5	CCn1ncc(NC(=S)NCCc2ccccc2)c1C(N)=O	-5	4	-6	4	3	2	9
6	Cc1c(C)c2c(OCC(=O)N[C@@H](C(=O)O)c3ccccc3)cc3c(c2oc1=O)CCC(C)(C)O3	5	13	1	.	7	.	-15
7	CC(C)OC(=O)c1cc2c(ccn2C)n1CC(=O)N(Cc1ccccc1)c1ccccc1	0	5	22	2	-1	4	4
8	Cc1ccccc1-n1c(SCC(=O)Nc2cccc3ccccc23)nc(O)cc1=O	1	2	-7	-1	4	-6	1
9	O=C(Nc1ccc(F)cc1)N[C@@H]1CC[C@H](CC(=O)N2CCOCC2)O[C@@H]1CO	-4	1	-8	3	2	-2	-1
10	CCOc1ccc(/C=C2\SC(=S)N(CCCC(=O)NCCCN3CCOCC3)C2=O)cc1	2	19	-18	50	-9	-2	81*
11	CCOc1ccc(-c2c(C(=O)N/N=C(\C)c3cccnc3)nnn2-c2nonc2N)cc1	.	-1	8	-19	5	1	.
12	CC(C)NC(=O)Nc1cccc2c1O[C@H](CN(C)Cc1ccncc1)[C@H](C)CN([C@H](C)CO)C2=O	-4	?	6	4	0	0	-12
13	CN(CC(=O)Nc1ccccc1Cl)C(=O)c1cc(-c2cccs2)nn1-c1ccccc1	1	1	-3	-3	3	2	-5
14	O=C(CC[C@H]1O[C@@H](n2cnc3c(NC(=O)c4ccccc4)ncnc32)[C@H](O)[C@@H]1O)NCc1ccc2c(c1)OCO2	.	4	-6	0	-1	3	-3
15	CN1C[C@@H]2[C@H](c3ccccc31)[C@@H](CO)N2C(=O)c1ccccn1	-1	1	11	-11	0	1	-6
16	CNC(=S)NCCc1ccccc1	-2	17	3	1	0	-4	1
17	O=C(N/N=C\c1cccs1)c1sccc1-n1cccc1	38	9	-16	4	0	4	36
18	COc1ccc(S(=O)(=O)Nc2ccc3c(c2)C(=O)N([C@H](C)CO)C[C@H](C)[C@@H](CN(C)S(=O)(=O)c2ccc(F)cc2)OCCCC[C@@H](C)O3)cc1	-5	-5	-5	-9	2	2	-14
19	CC(=O)N(C)C[C@@H]1Oc2cc(-c3ccccc3F)ccc2S(=O)(=O)N([C@H](C)CO)C[C@H]1C	5	11	7	.	1	2	-13
20	COC(=O)c1ccc(C2NC(=O)c3c(sc(C)c3C)N2)cc1 (stereo unspecified)	2	0	.	16	1	-4	-4
21	COc1ccc(C2CC(c3cccc(OC)c3)=NN2c2ccc(S(N)(=O)=O)cc2)cc1 (stereo unspecified)	.	-2	-11	0	1	-3	19
22	C/C(=N\N1CCN(Cc2ccc(C)cc2)CC1)c1ccco1	10	-2	3	3	0	-6	2
23	COc1ccc(OC)c(N(CC(=O)Nc2cccnc2)S(=O)(=O)c2ccccc2)c1	-21	.	7	.	-3	-1	.
24	COc1cc(/C=N/OCC(=O)NC2CCS(=O)(=O)C2)ccc1OC(F)F (stereo unspecified)	-2	.	-9	-3	0	-2	-3
25	CC1(C)SC2c3ccccc3C(=O)N2C1C(=O)O (stereo unspecified)	-3	5	-1	.	-2	-4	-2

# Brought forward from above: four entries, followed by the next part.
nr	smiles	ARNT TACC3 PPI	DENV2 CPE rescue	LGR2 antag	PAX8 inh HTS	CASP6 VEID inh	SIRT5 inh	EWS-Fli inh
22	C/C(=N\N1CCN(Cc2ccc(C)cc2)CC1)c1ccco1	10	-2	3	3	0	-6	2
23	COc1ccc(OC)c(N(CC(=O)Nc2cccnc2)S(=O)(=O)c2ccccc2)c1	-21	.	7	.	-3	-1	.
24	COc1cc(/C=N/OCC(=O)NC2CCS(=O)(=O)C2)ccc1OC(F)F (stereo unspecified)	-2	.	-9	-3	0	-2	-3
25	CC1(C)SC2c3ccccc3C(=O)N2C1C(=O)O (stereo unspecified)	-3	5	-1	.	-2	-4	-2
26	CCOC(=O)c1cccc(NC(=O)CCc2nnc3ccc(N4CCCCC4)nn23)c1	-3	11	13	17	0	6	-3
27	Cc1ccc(Cc2c(C(C)(C)C)nc3ccc(Br)cn23)cc1	.	-6	-47	-67	6	-3	-47
28	CC1(C(=O)NS(=O)(=O)c2ccc(Cl)cc2)CCN1C(=O)C1CCCCC1 (stereo unspecified)	.	?	10	1	0	-4	-5
29	O=C(NCC(=O)N1CCN(S(=O)(=O)c2ccccc2F)CC1)c1ccc(Br)o1	-8	8	0	9	1	0	15
30	O=C1C2CCCN2C(=O)N1CCCN1CCN(c2cccc(Cl)c2)CC1 (stereo unspecified)	-42	6	-7	52	-4	-12	7
31	COc1ccc2c3c([nH]c2c1)[C@H](CO)N(C(=O)c1ccccc1)CC31CN(Cc2cccnc2)C1	.	0	1	.	0	0	13
32	C=C1C(=O)C23C(O)C1CCC2C12COC3(O)C(O)C1C(C)(C)CCC2O (stereo unspecified)	.	-13	.	.	1	.	68*
33	CCCC(=O)C1=C(N(C)c2ccccc2)CC(C)(C)CC1=O	11	-1	-2	9	-15	4	0
34	CCCc1cc(=O)oc2cc(C)cc(OC(C)C(=O)NCc3ccccn3)c12 (stereo unspecified)	2	2	1	39	-2	-3	13
35	CCc1cc(Cn2nc(-c3ccccc3)cc2C(=O)NCc2ccc(C)cc2)on1	-4	111*	27	-7	1	1	14
36	CNC(=O)C[C@@H]1CC[C@@H]2[C@H](COc3ccc(NC(=O)Nc4ccccc4OC)cc3C(=O)N2C)O1	3	8	-4	13	1	-6	-4
37	C[C@H]1CN([C@@H](C)CO)C(=O)c2cc(C3=CCCC3)cnc2O[C@@H]1CN(C)C(=O)NC1CCCC1	.	-2	10	.	7	3	-7
38	O=C(NC1CCS(=O)(=O)C1)C12CC3CC(CC(C3)C1)C2 (stereo unspecified)	-14	-2	1	.	1	-1	-20
39	COc1ccccc1C(=O)NCC(=O)NCc1cc(=O)n(C)c(=O)n1C	6	5	-6	-2	-2	3	.
40	CC(C)(C)OC(=O)C[C@@H]1C/C=C\C[C@@H](CC(=O)NCCO)C(=O)NCCOC1=O	18	15	15	-20	1	.	1
41	CC(=O)NC1CCCCN(C)C1=O (stereo unspecified)	.	11	-1	-1	1	.	-4
42	N=C1C(=O)OCC1c1ccccc1NC(=O)c1ccccc1 (stereo unspecified)	.	-11	-7	25	-4	-1	-3
43	CC(=O)OC1OCCOC1NC(=S)Nc1cccc(C(F)(F)F)c1 (stereo unspecified)	-4	-3	-8	-21	-2	-4	-1
44	Cc1ccc(C)c(C(O)c2ncc(-c3ccccc3)[nH]2)c1 (stereo unspecified)	.	2	4	-37	-3	.	-6
45	C[C@@H](O)C#Cc1ccc2c(c1)O[C@H](CN(C)C(=O)CN(C)C)[C@@H](C)CN([C@@H](C)CO)S2(=O)=O	-35	-2	-10	.	-2	-4	6
46	COC(=O)c1ccc2nc(-c3ccc(Cl)cc3)c(Cc3ccccc3OC)n2c1	.	-1	-25	-22	1	-1	-15
47	COc1ccc(C(=O)NNC(=O)CSc2ccccc2)cc1	4	-6	-33	3	-2	-1	13
48	COc1ccc(CN(C)C(=O)CNC(=O)CNC(=O)c2ccc(Cl)cc2Cl)cc1F	4	2	9	15	0	-10	-4
49	CCCN(CC(=O)NC(=O)NCc1ccccc1)CC(=O)Nc1ccc(F)c(F)c1F	.	3	11	1	-3	.	-4
50	Fc1cccc(NC(=S)NNc2c3ccccc3nc3ccccc23)c1	3	1	-3	11	0	-1	17

# Later entries:
nr	smiles	ARNT TACC3 PPI	DENV2 CPE rescue	LGR2 antag	PAX8 inh HTS	CASP6 VEID inh	SIRT5 inh	EWS-Fli inh
51	CCOC(=O)c1cc(NC(=O)C2C3CCC(O3)C2C(=O)O)cc(C(=O)OCC)c1 (stereo unspecified)	-15	.	-10	.	-1	-2	-2
52	Cc1ccc2oc(C(=O)Nc3ccc(S(=O)(=O)Nc4onc(C)c4C)cc3)cc(=O)c2c1	1	12	12	-3	4	1	3
53	Cc1noc(C)c1NC(=O)N(C)C[C@@H]1Oc2c(NC(=O)C3CCCCC3)cccc2C(=O)N([C@H](C)CO)C[C@H]1C	-7	14	1	-10	0	0	-6
54	CC(C)CN1CCN(Cc2c[nH]c3ccccc23)CC1CCO (stereo unspecified)	0	-7	11	13	-7	-1	9
55	O=C(Nc1cccc(Cl)c1)N[C@H]1CC[C@H](CCNC(=O)C2CCC2)O[C@H]1CO	-5	2	12	-11	0	-1	-5
56	CC1CCN(S(=O)(=O)c2ccc(C(=O)Nc3nnc(-c4ccccn4)o3)cc2)CC1	42	-11	-3	2	0	-1	6
57	O=C(CN1CCOCC1)N1CCCCN2[C@@H](CO)[C@@H](c3ccc(-c4ccccc4)cc3)[C@@H]2C1	-2	61*	9	-1	3	-3	-2
58	CC(C)NC(=O)N1[C@H](CO)[C@@H](c2ccccc2)C12CN(C(=O)Cc1cccnc1)C2	.	31*	-10	-6	42*	1	8
59	C/C(=N\NC(=O)CCc1c[nH]c2ccccc12)c1cccc([N+](=O)[O-])c1	-5	.	10	-7	.	.	.
60	O=C(C[C@H]1CC[C@@H]2[C@H](COC[C@@H](O)CN2S(=O)(=O)c2ccccc2)O1)NCCN1CCCCC1	-5	11	-1	-15	.	.	-6
61	CN1CCc2nc3ccccc3c(C(=O)OCC(=O)N(CCC#N)c3ccccc3)c2C1	0	1	0	8	-3	5	-6
62	O=C(C[C@@H]1CC[C@@H]2[C@H](COC[C@@H](O)CN2Cc2ccc(F)cc2)O1)N1CCc2ccccc2C1	4	0	6	18	2	3	1
63	CC1c2c([nH]c3ccccc23)CCC1C(=O)O (stereo unspecified)	0	.	-20	-3	.	.	.
64	CCOc1cc(CNc2ccc(S(N)(=O)=O)cc2)cc(Cl)c1OC	-5	.	-18	48	.	.	.
65	C[C@@H]1CCCCO[C@H](CN(C)Cc2ccc(C(=O)O)cc2)[C@H](C)CN([C@H](C)CO)C(=O)c2cc(NC(=O)C3CCCCC3)ccc2O1	18	5	31	15	-3	-7	-5
66	COc1ccc(N(Cc2cc3ccccc3[nH]c2=O)S(=O)(=O)c2ccc(OC)cc2)cc1	-4	-4	-6	21	3	-4	13
67	Nc1ccc(-c2cc(-c3ccc(N)cc3)nc(-c3ccccc3)n2)cc1	0	-8	.	17	1	-1	4
68	CNC[C@H]1Oc2cc(C#Cc3ccccc3F)ccc2S(=O)(=O)N([C@@H](C)CO)C[C@@H]1C	.	.	-2	-36	.	.	-11
69	CCOC(=O)N[C@H](Cc1c[nH]c2ccccc12)C(=O)NC1CC1	.	3	0	20	0	-4	13
70	C[C@H](CO)N1C[C@H](C)[C@H](CN(C)S(C)(=O)=O)Oc2ccc(NC(=O)Cc3ccccc3)cc2C1=O	-7	4	-3	-16	-1	-2	-2
71	C[C@@H]1CN([C@@H](C)CO)C(=O)c2cc(/C=C/c3ccccc3)cnc2O[C@H]1CN(C)C(=O)c1cccnc1	-3	5	.	18	1	-13	7
72	O=C(O)CCCC(=O)N1N=C(c2ccccc2)CC1c1ccc2c(c1)OCO2 (stereo unspecified)	4	1	2	9	0	-2	9
73	C/C=C/c1ccc2c(c1)O[C@H](CN(C)C(=O)c1ccc3c(c1)OCO3)[C@H](C)CN([C@@H](C)CO)S2(=O)=O	0	-7	3	.	2	1	8
74	COc1ccc(N(CC(=O)NC2CCCC2)C(=O)CCC(=O)Nc2cc(C)on2)cc1OC	-3	-3	9	-19	5	0	0
75	COc1ccc(-c2nnc(SCC(=O)Nc3ccc(Cl)cc3)n2C)cc1	-3	8	.	.	0	0	1
